LYPLA1 counter: LYPLA1 (human) inhibition in PME1 counter-screen; AID 2174; actives 0.16% (n = 320,000); inhibition, % at 5.9 µM; recombinant LYPLA1, FP-Rh probe fluorescence polarization; O75608;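 active = inhibition above the mean of all tested compounds plus 3 SD, set per campaign, cut at about 14% in these data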;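 also: inhibitors block serine hydrolase probe labeling of LYPLA1 so polarization falls; 0% = enzyme with DMSO and 100% = wells lacking LYPLA1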
Target sequence (O75608 whole entry, looked up): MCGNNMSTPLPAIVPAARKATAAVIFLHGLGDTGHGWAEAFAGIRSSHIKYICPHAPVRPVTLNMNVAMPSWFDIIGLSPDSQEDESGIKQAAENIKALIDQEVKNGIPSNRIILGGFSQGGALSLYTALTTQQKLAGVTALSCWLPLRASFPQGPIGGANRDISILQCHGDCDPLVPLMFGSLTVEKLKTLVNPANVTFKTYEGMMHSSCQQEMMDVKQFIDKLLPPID
PAFAH2 inh: inhibitors of human PAFAH2; recombinant PAFAH2, FP-rhodamine activity probe, fluorescence polarization; AID 492956; Q99487; actives 0.99% (n = 340,000); inhibition, % at 3.39 µM;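 active = inhibition above the mean over all tested compounds plus 3 SD, cut at about 30% in these data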;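 also: inhibitors block probe labeling of enzyme so polarization drops; 0% = enzyme with DMSO and 100% = wells lacking PAFAH2 protein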
EBNA-1 inhibitor: blocks EBNA-1 binding to DNA | actives 0.34% (n = 300,000) | inhibition, % at 14.8 µM | AID 1950 | EBNA-1 DNA binding, fluorescence polarization; in the data active = inhibition above about 28%
PAFAH1B2 FP inh: blocks human PAF acetylhydrolase 1b catalytic subunit 2; P68402; recombinant PAFAH1B2, FP-rhodamine activity probe, fluorescence polarization; inhibition, % at 3.39 µM; actives 1.2% (n = 340,000); AID 492953;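 active = inhibition above the mean of all tested compounds plus 3 SD, cut at about 24% in these data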;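 also: 0% = enzyme with DMSO and 100% = wells lacking PAFAH1B2; many of its hits are not listed in these tables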
pPAFAH FP inh: inhibitors of human plasma PAF acetylhydrolase (pPAFAH); Q13093; recombinant pPAFAH, FP-rhodamine probe fluorescence polarization; inhibition, % at 3.39 µM; actives 1.5% (n = 330,000); AID 463082;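 active = inhibition above the mean inhibition across the screen plus 3 SD, cut at about 25% in these data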;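 also: inhibitors block binding of the rhodamine activity-based probe so polarization drops; 0% = enzyme with DMSO and 100% = wells lacking pPAFAH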
Target sequence (Q13093 whole entry, looked up): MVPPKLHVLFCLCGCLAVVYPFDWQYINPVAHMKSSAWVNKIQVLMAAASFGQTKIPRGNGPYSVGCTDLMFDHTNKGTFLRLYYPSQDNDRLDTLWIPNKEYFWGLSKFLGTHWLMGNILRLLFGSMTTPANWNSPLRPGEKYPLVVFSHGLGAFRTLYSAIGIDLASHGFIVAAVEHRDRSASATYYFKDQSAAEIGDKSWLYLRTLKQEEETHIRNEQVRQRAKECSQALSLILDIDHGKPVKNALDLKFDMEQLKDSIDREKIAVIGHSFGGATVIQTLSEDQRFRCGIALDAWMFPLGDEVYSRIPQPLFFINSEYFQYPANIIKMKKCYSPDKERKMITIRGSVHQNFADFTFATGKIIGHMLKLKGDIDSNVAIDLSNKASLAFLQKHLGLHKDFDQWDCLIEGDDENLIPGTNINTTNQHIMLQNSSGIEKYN
ZTA counter: counter-screen for EBNA-1 inhibitors: inhibitors of Epstein-Barr virus ZTA; inhibition, % at 11 µM; actives 0.15% (n = 320,000); AID 2234; ZTA-DNA binding, fluorescence polarization; in the data active = inhibition above about 33%
PREPL inhibitor: inhibits the human prolyl oligopeptidase-like enzyme | Q4J6C6 | inhibition, % at 5.96 µM | actives 0.68% (n = 320,000) | recombinant PREPL, fluorescence polarization activity-based probe | AID 2751; in the data active = inhibition above about 43%;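 also: 0% = enzyme with DMSO and 100% = wells lacking enzyme; many of its hits are not listed in these tables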
PAFAH1B3 inh: PAFAH1B3 (human) inhibition; recombinant PAFAH1B3, FP-rhodamine probe, fluorescence polarization; inhibition, % at 3.39 µM; actives 0.28% (n = 340,000);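 active = inhibition above the screen-wide average of all tested compounds plus 3 SD, cut at about 25% in these data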;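 also: 0% = enzyme with DMSO only and 100% = wells lacking PAFAH1B3 protein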
LYPLA2 counter: blocks human lysophospholipase 2, a PME1 counter-screen | actives 0.38% (n = 320,000) | recombinant LYPLA2, FP-Rh probe fluorescence polarization | inhibition, % at 5.9 µM | O95372;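 active = inhibition above the screen-wide mean plus 3 SD, limit set per campaign, cut at about 26% in these data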;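 also: 0% = LYPLA2 with DMSO and 100% = wells lacking LYPLA2 enzyme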
Target sequence (O95372 whole entry, looked up): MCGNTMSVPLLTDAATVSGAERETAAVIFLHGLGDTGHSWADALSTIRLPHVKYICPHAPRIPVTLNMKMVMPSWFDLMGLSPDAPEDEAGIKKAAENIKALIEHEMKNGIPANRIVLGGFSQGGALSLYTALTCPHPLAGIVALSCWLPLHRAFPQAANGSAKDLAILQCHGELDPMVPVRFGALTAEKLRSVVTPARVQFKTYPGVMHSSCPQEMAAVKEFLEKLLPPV
Numbers without * were called inactive; · = not tested or not shown.

SMILES | LYPLA1 counter | PAFAH2 inh | EBNA-1 inhibitor | PAFAH1B2 FP inh | pPAFAH FP inh | ZTA counter | PREPL inhibitor | PAFAH1B3 inh | LYPLA2 counter
CCN(CC)Cc1c(C(=O)N/N=C/c2ccncc2)nnn1-c1nonc1N | 3 | -1 | -14 | 2 | -3 | -2 | 19 | 13 | -3
Cc1cc2occ(CC(=O)N(C)CC(=O)Nc3ccc(F)cc3)c2cc1C | -1 | -6 | 13 | 12 | 7 | 15 | -9 | 10 | -7
Cc1cccc(N2CCN(C(=O)NCc3ccc(Cl)cc3)CC2)c1 | 4 | -5 | -1 | 4 | 6 | -12 | 10 | 9 | 16
COc1ccccc1N=Nc1c(C)n[nH]c1C | 4 | 4 | 7 | 6 | 3 | 5 | 0 | 1 | 5
CCc1ccc(OCc2nc(-c3ccccn3)no2)c(Br)c1 | -3 | 15 | -2 | 5 | 8 | 14 | 6 | 0 | 5
Cc1ccc(CNC(=O)CCS(=O)(=O)c2ccc3c(c2)NC(=O)C(C)S3)cc1 (configuration not stated) | -7 | 0 | 19 | 2 | 7 | 14 | 1 | -2 | -3
Cc1noc(C(=O)Nc2cccc(O)c2)c1Cl | 3 | -1 | 2 | 2 | 7 | 8 | -2 | -3 | -2
Cc1ccc(S(=O)(=O)N2CCCN(c3nccc(C(F)(F)F)n3)CC2)cc1 | 0 | · | -6 | · | -4 | -9 | -74 | · | -5
COc1ccc(NS(=O)(=O)c2cc(NC(=O)c3ccc(S(=O)(=O)N(C)C)cc3)ccc2N2CCOCC2)cc1 | · | -18 | · | -3 | -2 | · | 10 | -9 | ·
Cc1nn(C(=O)c2c(-c3ccccc3)noc2C)c(C)c1N=Nc1cc(C(F)(F)F)cc(C(F)(F)F)c1 | 1 | 3 | -5 | 1 | 2 | -17 | 10 | 13 | 7
C=CCSc1nc2ccsc2c(=O)n1-c1cccnc1 | 2 | · | -3 | · | 5 | -19 | 10 | · | 2
CCOC(=O)Cn1nnc2c(sc3nc4c(c(-c5ccccc5)c32)CCC4)c1=O | -3 | -2 | 2 | -4 | 0 | -8 | 5 | -1 | 8
CCc1cccc(C)c1NC(=O)CSc1nnc(Cc2csc(C)n2)o1 | 1 | 9 | -3 | 4 | -4 | -15 | 13 | -7 | 4
O=C(Nc1ccccc1)c1ccc(CN2CCc3ccccc3C2)cc1 | -2 | 7 | 16 | 1 | 1 | 0 | 18 | 8 | 1
CCN(CC)S(=O)(=O)c1ccc(/C=C/C(=O)OCC(=O)NCc2ccc3c(c2)OCO3)cc1 | -2 | 48* | 4 | 4 | 14 | -18 | 14 | 4 | -1
COc1ccc(-n2nnnc2S(=O)(=O)Cc2ccc(C(=O)O)cc2)cc1 | 0 | -1 | -4 | 4 | -9 | 0 | 0 | 6 | 4
Cc1ccc(C(=O)C2=C(O)C(=O)N(CCCN3CCOCC3)C23C(=O)N(C)c2ccccc23)o1 (configuration not stated) | 6 | 1 | -17 | 0 | -3 | -5 | -5 | 8 | 6
COc1cccc(CNC(=O)c2nnn(CC(=O)Nc3cccc(C)c3)c2N)c1 | 0 | 0 | 9 | 0 | 0 | 5 | -7 | -4 | -4
COc1cc(NC(=O)CN2CCC(Cc3ccccc3)CC2)c(C)cc1[N+](=O)[O-] | 0 | 3 | 6 | 0 | -3 | -3 | 7 | -8 | 8
O=C(N/N=C/c1ccncc1)NC1CCCCC1 | 3 | -1 | -4 | -2 | -1 | 1 | 3 | 9 | 7
Cc1ccn2c(NC3CCCC3)c(-c3ccsc3)nc2c1 | 2 | 8 | -4 | 5 | -3 | 10 | 3 | -1 | -2
CCNC(=O)n1cc(-n2cncn2)c(-c2ccc(Cl)cc2)n1 | 1 | 5 | -7 | -4 | -1 | 7 | 7 | 6 | -4
Cc1cccc(-n2cnc3c(sc4nc(N5CCOCC5)c5c(c43)CCCC5)c2=O)c1 | -4 | -1 | 7 | 7 | 3 | 7 | -14 | -1 | -7
CC(=O)N1CCC(N(C(=O)Nc2ccc(Cl)cc2)C(C)C)CC1 | -3 | -1 | -8 | 3 | 0 | 3 | 7 | -2 | -4
CCOC(CCNC(=O)c1cn(CCOC)c(=O)c2c1c1ccccc1n2C)OCC | 3 | -1 | -1 | -2 | 6 | -7 | 5 | 5 | 5
CCOC(=O)CN(Cc1ccc(OC)c(OC)c1)S(=O)(=O)c1ccc(OC)cc1 | 0 | 5 | -8 | 5 | -4 | 3 | -3 | 7 | 1
O=C(COC(=O)/C=C/c1ccccc1Cl)NCCc1ccc(Cl)cc1Cl | -5 | 66* | -2 | 1 | 6 | -6 | -35 | 6 | -13
Cc1cc(=O)n2c(n1)NC(Nc1cccc(C)c1C)=NC2c1ccccc1 (configuration not stated) | 0 | -4 | -11 | 3 | 1 | -3 | 4 | -5 | -3
CCNc1nc(NCC)n2c(SCC(=O)Nc3ccccc3[N+](=O)[O-])nnc2n1 | -2 | -4 | 4 | -1 | -3 | -3 | -7 | 4 | 0
Cc1ccc(S(=O)(=O)N2CCN(c3ccc(C(F)(F)F)cc3[N+](=O)[O-])CC2)cc1 | -1 | -5 | 9 | 7 | 3 | 6 | -53 | 2 | 8
CCS(=O)(=O)Nc1cccc(C2=NN(S(C)(=O)=O)C(c3ccccc3)C2)c1 (configuration not stated) | -1 | 7 | -1 | 6 | 2 | 4 | -2 | 3 | 1
CCC(C(=O)Nc1nccs1)c1ccccc1 (configuration not stated) | -2 | 8 | -4 | 19 | 4 | 2 | -8 | 6 | -6
COc1ccc(CCCc2nnc(SCC(=O)NN)o2)c(C)c1 | -4 | 5 | 13 | -3 | 9 | 6 | -9 | 7 | -3
CC(C)(C)NCCCCOc1ccccc1F | 5 | 7 | -5 | -11 | 3 | -16 | -11 | -2 | 2
CC(C)N(CCNCc1nnc(-c2ccccc2)o1)C(C)C | 0 | 2 | -2 | 6 | -1 | -11 | 12 | 6 | 2
Cc1ccc(CCNC(=O)C2CCN(S(=O)(=O)c3ccc4c(c3)CCC(=O)N4)CC2)cc1 | -1 | 2 | 20 | 5 | -1 | 1 | -4 | 4 | 0
O=C(Cn1cncn1)NCc1ccccc1Br | 1 | -2 | -8 | 4 | -5 | -18 | -17 | 8 | -3
CCN1CCN(C(=O)c2ccc3c(=O)n(CCc4ccccc4)c(=O)[nH]c3c2)CC1 | -5 | -2 | 11 | 0 | 7 | -6 | 17 | 4 | -1
O=C(c1cccc(N2C(=O)C3C4C=CC(C4)C3C2=O)c1)N1CCCc2ccccc21 (configuration not stated) | 1 | -1 | 4 | 4 | 3 | 6 | 1 | 4 | 6
COc1ccc(CN2CCCC(CNC(=O)c3ccc(F)cc3)C2)c(C)c1C (configuration not stated) | 0 | -12 | -2 | 1 | 3 | -7 | -3 | -2 | 5
CC1CCC(NC(=O)CCS(=O)(=O)c2ccc3c(c2)CC(C)N3C(=O)C2CC2)CC1 (configuration not stated) | 4 | -6 | 4 | 2 | -7 | -3 | 12 | 3 | 9
COc1cccc(CC(=O)N(CCC2=CCCCC2)c2c(N)n(Cc3ccccc3)c(=O)[nH]c2=O)c1 | -2 | -1 | 2 | 1 | 0 | 4 | -4 | -6 | 2
O=C(Cc1ncc(C(F)(F)F)cc1Cl)NNc1cccc(F)n1 | 0 | -1 | 3 | 0 | 4 | 0 | -3 | 6 | 1
COc1ccc(Cl)cc1N(C(=O)c1ccco1)C(C(=O)NC1CCCC1)c1cccnc1 (configuration not stated) | 0 | 3 | -9 | 5 | 0 | -34 | 10 | -2 | 3
Fc1ccc(CSc2nnc(-c3cnccn3)n2Cc2ccco2)cc1 | -1 | -5 | 3 | 6 | 5 | -2 | 4 | 3 | 5
COc1cccc(N2CCN(c3ccc4nnc(CCC(=O)Nc5ccccn5)n4n3)CC2)c1 | 1 | -1 | -7 | 2 | 4 | -5 | 18 | -5 | -4
Clc1ccc(-c2csc(-c3ccno3)n2)cc1 | -2 | 10 | 1 | 3 | 1 | -11 | -23 | 11 | -5
C=CCn1c(-c2ccc3[nH]c(C)c(C)c3c2)n[nH]c1=S | -5 | 4 | -11 | -2 | -3 | 5 | 16 | -7 | -5
COc1cccc(C(=O)Cn2c(NCCCO)nc3ccccc32)c1 | 0 | 3 | -3 | 2 | 0 | -3 | 15 | 5 | -5
CCc1ccc(C(=O)COC(=O)c2n[nH]c3ccccc23)cc1 | -5 | 2 | 2 | 0 | -13 | -14 | -6 | 8 | 18
CCOc1cc(C(=O)NCCC(=O)N2CCC3(CC2)NCCc2[nH]cnc23)cc(OCC)c1OCC | 2 | 0 | 0 | 0 | 4 | 13 | -1 | 7 | -1
COc1cc(S(=O)(=O)NCc2ccncc2)c(OC)cc1Cl | -2 | -3 | 4 | -2 | 5 | 3 | 4 | 9 | -5
CCN1CCN(c2cc(C)c3cc(NC(=O)c4cccs4)ccc3n2)CC1 | 1 | -3 | 2 | 0 | 2 | -4 | 7 | -4 | -1
Cc1cc(Cl)c2oc(C(=O)N(C)CCCN3CCOCC3)c(C)c2c1 | -6 | -11 | -6 | 3 | 3 | -5 | 1 | 8 | 2

In another format: 12 of the compounds above
The line under a structure holds: LYPLA1 counter | PAFAH2 inh | EBNA-1 inhibitor | PAFAH1B2 FP inh | pPAFAH FP inh | ZTA counter | PREPL inhibitor | PAFAH1B3 inh | LYPLA2 counter
COc1ccc(CN2CCCC(CNC(=O)c3ccc(F)cc3)C2)c(C)c1C (configuration not stated)
 : 0 | -12 | -2 | 1 | 3 | -7 | -3 | -2 | 5
CC1CCC(NC(=O)CCS(=O)(=O)c2ccc3c(c2)CC(C)N3C(=O)C2CC2)CC1 (configuration not stated)
 : 4 | -6 | 4 | 2 | -7 | -3 | 12 | 3 | 9
COc1cccc(CC(=O)N(CCC2=CCCCC2)c2c(N)n(Cc3ccccc3)c(=O)[nH]c2=O)c1
 : -2 | -1 | 2 | 1 | 0 | 4 | -4 | -6 | 2
O=C(Cc1ncc(C(F)(F)F)cc1Cl)NNc1cccc(F)n1
 : 0 | -1 | 3 | 0 | 4 | 0 | -3 | 6 | 1
COc1ccc(Cl)cc1N(C(=O)c1ccco1)C(C(=O)NC1CCCC1)c1cccnc1 (configuration not stated)
 : 0 | 3 | -9 | 5 | 0 | -34 | 10 | -2 | 3
Fc1ccc(CSc2nnc(-c3cnccn3)n2Cc2ccco2)cc1
 : -1 | -5 | 3 | 6 | 5 | -2 | 4 | 3 | 5
COc1cccc(N2CCN(c3ccc4nnc(CCC(=O)Nc5ccccn5)n4n3)CC2)c1
 : 1 | -1 | -7 | 2 | 4 | -5 | 18 | -5 | -4
Clc1ccc(-c2csc(-c3ccno3)n2)cc1
 : -2 | 10 | 1 | 3 | 1 | -11 | -23 | 11 | -5
C=CCn1c(-c2ccc3[nH]c(C)c(C)c3c2)n[nH]c1=S
 : -5 | 4 | -11 | -2 | -3 | 5 | 16 | -7 | -5
COc1cccc(C(=O)Cn2c(NCCCO)nc3ccccc32)c1
 : 0 | 3 | -3 | 2 | 0 | -3 | 15 | 5 | -5
CCc1ccc(C(=O)COC(=O)c2n[nH]c3ccccc23)cc1
 : -5 | 2 | 2 | 0 | -13 | -14 | -6 | 8 | 18
CCOc1cc(C(=O)NCCC(=O)N2CCC3(CC2)NCCc2[nH]cnc23)cc(OCC)c1OCC
 : 2 | 0 | 0 | 0 | 4 | 13 | -1 | 7 | -1

Only part of the results is shown; rates above refer to the full screens.
